Screens (PubChem BioAssay)
ELG1 genotoxic – qHTS screen for small molecules that induce genotoxicity in human embryonic kidney (HEK293T) cells expressing luciferase-tagged ELG1; 330,000 compounds, 1.3% hits; Potency, µM (top dose mostly 46 µM), for the others: at the highest dose activity change, positive = activation, most hits filed as activators; HEK293T ELG1-luciferase reporter, luminescence, 16 h; further: % of control where 0% means no effect; nearly all actives have a fitted effect of over 60% in size
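Cells (2,000/well) expressing the ELG1-luciferase fusion are dosed by pin tool and kept 16 hr at 37 °C, 5% CO2. Signal comes from ONE-Glo luciferase reagent after 30 min at room temperature.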
RORgamma inh – qHTS for inhibitors of ROR gamma transcriptional activity; Nuclear receptor ROR-gamma (Mus musculus), P51450; Drosophila S2 Gal4-RORgamma UAS-luciferase reporter, 20 h; Potency, µM (doses to about 53.6 µM), for the others: at the top dose activity change, negative = inhibition, most hits filed as inhibitors; 310,000 compounds, 5.4% hits; AID 2551, 2010; further: on the % scale 0 is the no-effect control and ±100 the full control effect; nearly all actives have a fitted effect of over 60% in size
Target sequence (P51450 whole entry, looked up, the tested form may be a part): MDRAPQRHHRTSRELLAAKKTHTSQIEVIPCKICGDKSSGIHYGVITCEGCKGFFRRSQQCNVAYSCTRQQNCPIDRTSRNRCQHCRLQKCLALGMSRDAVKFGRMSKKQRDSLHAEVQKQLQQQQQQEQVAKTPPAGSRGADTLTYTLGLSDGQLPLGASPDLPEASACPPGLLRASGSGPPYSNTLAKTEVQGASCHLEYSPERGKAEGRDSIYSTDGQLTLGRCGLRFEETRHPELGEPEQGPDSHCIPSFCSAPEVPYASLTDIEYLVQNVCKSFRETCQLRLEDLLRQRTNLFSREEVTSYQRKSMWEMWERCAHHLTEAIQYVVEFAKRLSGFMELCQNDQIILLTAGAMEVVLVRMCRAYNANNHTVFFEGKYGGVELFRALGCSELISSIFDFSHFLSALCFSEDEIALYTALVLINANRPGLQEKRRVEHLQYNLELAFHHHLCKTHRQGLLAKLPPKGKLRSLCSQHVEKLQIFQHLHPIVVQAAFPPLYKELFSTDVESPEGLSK
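ROR gamma transcriptional activity was tracked as Gal4-UAS luciferase output in stably transfected Drosophila Schneider cells, with compound added 1 hr before 700 uM copper sulfate induction and a 20 hr ambient-temperature incubation.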
Rab9 prom act – qHTS Assay for Rab9 Promoter Activators; Huh7 Rab9 promoter-luciferase reporter, luminescence, 24 h; Potency, µM (top dose mostly 9.22 µM), for inactives: at the highest dose activation, negative = inhibition, actives largely listed as activators; 320,000 compounds, 2.8% hits; further: % of control where 0% means no effect; nearly all actives have a fitted effect of over 60% in size
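Using Huh7 cells stably transfected with Rab9 promoter–luciferase, compounds were incubated 24 h at 37 °C, 5% CO2; luciferase luminescence was read 10 min after reagent addition.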
VP16 counter – VP16 counterscreen qHTS for inhibitors of ROR gamma transcriptional activity; 310,000 compounds, 3.5% hits; Drosophila S2 Gal4-VP16 UAS-luciferase, luminescence, 20 h; Potency, µM (highest dose often 53.6 µM), for the others: at the top dose activity, negative = inhibition, hits mostly inhibitors; AID 2546, 2010;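 further: Gal4-VP16 expression switched on by copper sulfate through the metallothionein promoter; on the % scale 0 is the no-effect control and ±100 the full control effect; nearly all actives have a fitted effect of over 50% in size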
BRCA1 expr up – qHTS Assay to Identify Small Molecule Activators of BRCA1 Expression | MCF7-BRCA1-FFLuc reporter, luminescence, 48 h; response scale: scaled: vehicle 0%, 10 µM genistein 100% | Potency, µM (top dose mostly 46.1 µM), without a hit: at the top dose activation, hits mostly activators | 380,000 compounds, 1.1% hits; further: nearly all actives have a fitted effect of over 80% in size; some results filed as inactive show a strong effect at the top dose
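Luminescence from a BRCA1-driven firefly luciferase in MCF7 cells was read after 48 h compound exposure at 37 C. Data normalized against DMSO and a 10microM genistein activation control, then curve-fitted across the titration.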
NPC1 prom act – qHTS Assay for NPC1 Promoter Activators; Huh7 NPC1 promoter luciferase reporter, 24 h; Potency, µM (highest dose often 9.22 µM), inactives show at the top dose activation, usual class: activators; 320,000 compounds, 2.4% hits;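 further: % of control where 0% means no effect; nearly all actives have a fitted effect of over 60% in size; reporter is driven by a mutant NPC1 promoter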
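Luciferase expression driven by the NPC1 promoter was measured in stably transfected Huh7 cells after a 24 h compound incubation, using a luciferase reagent and a luminescence read.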
p53 reactivator – qHTS assay for re-activators of p53 using a Luc reporter | H1299 p53-A138V BP100-luciferase reporter, luminescence, 24 h | Potency, µM (titrated, usually from 92.2 µM), without a hit: at the top dose activity change, positive = activation, most hits filed as activators | 320,000 compounds, 0.063% hits; further: % of control where 0% means no effect; nearly all actives have a fitted effect of over 45% in size
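H1299 (p53-null), stable ts p53-A138V + BP100-Luc; 1000 cells/well, Opti-MEM/10% FBS; cpd 4 pt, 1:5; 24 h, 37 deg C, 5% CO2; detection reagent 10 min RT; luminescence.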
MBNL1 CUG block – qHTS Assay for Inhibitors of MBNL1-poly(CUG) RNA binding; Muscleblind-like protein 1 (Homo sapiens), Q9NR56; TR-FRET MBNL1-His/biotin-(CUG)12 binding, 665/545 ratio; Potency, µM (doses to about 57.5 µM), for inactives: top-dose activity change, negative = inhibition, usual class: inhibitors; 280,000 compounds, 0.036% hits; AID 2675, 2010; active means well fitted inhibition curve with a large enough effect in the signal ratio, with a control signal flat, not every such curve was filed as active; inconclusive means small, poorly fitted or top-dose-only effect, or effect the other way, or a change in a side signal; inactive means no such curve, though single readings can be large or run the other way; the % refers to the signal ratio; further: on the % scale 0 is the no-effect control and ±100 the full control effect
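TR-FRET between His-tagged MBNL1 and biotin-(CUG)12 RNA, detected with Tb anti-His antibody (0.055 ng/ul) and streptavidin-XL665 (5 nM), 60 min at room temperature. Compounds titrated 92 nM to 58 uM; 665/545 nm ratio normalized to buffer and complex controls.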
FLuc modulator – qHTS profiling assay for firefly luciferase inhibitor/activator using purifed enzyme and Km concentrations of substrates (counterscreen for miR-21 project). purified FLuc, Km substrates, luminescence inhibition. 360,000 compounds, 6.9% hits. Luciferin 4-monooxygenase (Photinus pyralis), P08659. Potency, µM (series often up to 57.5 µM), inactives show at the top dose activity change, negative = inhibition, usual class: inhibitors. AID 588342, 2011;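 further: plate controls were vehicle for no effect and reference inhibitor for full effect; nearly all actives have a fitted effect of over 55% in size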
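Biochemical qHTS of compounds, final roughly 60 µM downward over six points, against 10 nM purified firefly luciferase using Km concentrations of substrates (10 uM D-luciferin, 10 uM ATP) in Tris acetate pH 7.5 buffer; luminescence output.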
uPA surface inh – qHTS for Inhibitors of Cell Surface uPA Generation; cell surface uPA generation assay, qHTS; Potency, µM (top dose mostly 38.3 µM), for the others: at the top dose activity change, negative = inhibition, hits mostly inhibitors; 330,000 compounds, 0.31% hits; active means well fitted inhibition curve with a large enough effect; inconclusive means small, poorly fitted or top-dose-only effect; inactive means no such curve, though single readings can be large or run the other way; tested in mouse RAW 264.7 cells; further: on the % scale 0 is the no-effect control and ±100 the full control effect; nearly all actives have a fitted effect of over 55% in size
* hit, by the source's call; ? = inconclusive; · = no result given; [ ] = dose if it differs, or a comment. Unless noted, the call rests on the fitted dose curve; in most records, active means well fitted curve in the direction sought with a large enough effect; inconclusive means small, poorly fitted or top-dose-only effect, or another doubt; inactive means no such curve, though single readings can be large; an effect the other way counts as inactive or inconclusive. Potency means the concentration at half of the fitted maximal effect. Rows were taken by chance. Share with any hit: about 13%.

SMILES	ELG1 genotoxic	RORgamma inh	Rab9 prom act	VP16 counter	BRCA1 expr up	NPC1 prom act	p53 reactivator	MBNL1 CUG block	FLuc modulator	uPA surface inh
COc1ccnc(NCc2cccc(C(F)(F)F)c2)c1C#N	2%	-15%	0%	-2%	-21%	-9%	-2%	?	14%	9%
CCSCc1nnc(SCC(=O)Nc2ccc(OC)cc2)n1C	4%	11%	-3%	-2%	-6%	1%	-5%	-2%	6%	4%
CC1=C(C(N)=O)C(c2cccs2)n2nc(-c3cccc(C)c3)nc2N1 (stereo unspecified)	0%	-1%	-2%	8%	-6%	2%	-4%	-8%	3%	0%
CC1CN(C(=O)c2cccc(Oc3ccccc3)c2)CC(C)O1 (stereo unspecified)	-4%	·	3%	·	4%	-4%	·	-1%	3%	2%
O=C(CN1CCCN(Cc2ccc(F)cc2Cl)C1=O)NCc1ccccc1	-3%	33%	-1%	-3%	-9%	-2%	-5%	5%	-3%	5%
CCc1ccc(NC(=O)c2n[nH]c(=O)c3ccccc23)cc1	?	-12%	2.5µM*	16%	91%	3.2µM*	7%	·	?	-6%
COc1ccccc1CNC(=O)CCCn1nc(C)c2c(C)n(-c3ccccc3)nc2c1=O	-7%	6%	0%	1%	10%	-7%	-6%	-1%	5%	1%
CC(=O)N(CN1C(=O)c2ccccc2C1=O)c1ccc2c(c1)oc1ccccc12	1%	-1%[10 µM]	-12%	-3%	-7%	-2%	-2%	·	2%	-2%
Cc1ccc(NC(=O)CCc2c(C)nc3ncnn3c2C)cc1	3%	-10%	-1%	-8%	3%[1.84 µM]	0%	-6%	-5%	0%	3%
CCOC(=O)c1cc(S(=O)(=O)NC2CCCCC2)cn1C	-1%	-2%	-2%	7%	-5%	1%	4%	-1%	0%	3%
Cc1cc(N=Nc2ccccc2C(=O)O)c(C)c(C)c1O	4%	0%	-1%	-4%	-30%	-7%	5%	14%	?	1%
COc1ccc(C(=O)NC(C)Cc2cnccn2)cc1OC1CCN(C(C)C)CC1 (stereo unspecified)	-1%	-1%	1%	8%	-1%	4%	29%	-6%	4%	-1%
COc1cc(C(=O)Oc2cccc(/C=N/NC(=O)c3cc(C)[nH]n3)c2)cc(OC)c1OC	-3%	37%	-1%	-5%	13%	11%	11%	13%	?	-2%
CC(C)(C)c1ccc(C2=CSC3=NCCN23)cc1	-9%	10µM*	2%	-17%	-20%	2%	-3%	1%	-3%	-8%
CC(=O)Nc1ccc(NC(=O)C(C)OC(=O)c2ccccc2C(=O)c2ccc(Cl)c([N+](=O)[O-])c2)cc1 (stereo unspecified)	-16%	10%	-2%	-19%	-34%	-19%	-22%	?	5%	-9%
Cc1nn(C(=O)c2nn(C)cc2[N+](=O)[O-])c(C)c1Cl	0%	6%	1%	-1%	-14%	-1%	-5%	13%	-2%	2%
CCCCCCCCC(=O)NCCOc1ccccc1	0%	8%	0%	5%	-8%	-1%	-2%	-11%	-3%	9%
CCN(CC)S(=O)(=O)c1cccc(NC(=O)c2ccc(Sc3nncn3C)c([N+](=O)[O-])c2)c1	-8%	13%	-1%	-5%	-35%	-1%	0%	?	1%	10%
COC(=O)c1cccc(NC(=O)CN2CCN(Cc3ccccc3)CC2)c1	17%	?	13%	7%	59%	0%	2%	-4%	-4%	1%
COc1ccccc1CC(=O)NNC(=O)CN(C)S(=O)(=O)c1ccc(Cl)cc1	0%	·	4%	·	-5%	1%	-4%	·	5%	2%

10 compounds already listed, arranged by number of heavy atoms, ascending.
SMILES	ELG1 genotoxic	RORgamma inh	Rab9 prom act	VP16 counter	BRCA1 expr up	NPC1 prom act	p53 reactivator	MBNL1 CUG block	FLuc modulator	uPA surface inh
CC(C)(C)c1ccc(C2=CSC3=NCCN23)cc1	-9%	10µM*	2%	-17%	-20%	2%	-3%	1%	-3%	-8%
CCCCCCCCC(=O)NCCOc1ccccc1	0%	8%	0%	5%	-8%	-1%	-2%	-11%	-3%	9%
CCOC(=O)c1cc(S(=O)(=O)NC2CCCCC2)cn1C	-1%	-2%	-2%	7%	-5%	1%	4%	-1%	0%	3%
COc1ccnc(NCc2cccc(C(F)(F)F)c2)c1C#N	2%	-15%	0%	-2%	-21%	-9%	-2%	?	14%	9%
CCSCc1nnc(SCC(=O)Nc2ccc(OC)cc2)n1C	4%	11%	-3%	-2%	-6%	1%	-5%	-2%	6%	4%
CC1=C(C(N)=O)C(c2cccs2)n2nc(-c3cccc(C)c3)nc2N1 (stereo unspecified)	0%	-1%	-2%	8%	-6%	2%	-4%	-8%	3%	0%
COC(=O)c1cccc(NC(=O)CN2CCN(Cc3ccccc3)CC2)c1	17%	?	13%	7%	59%	0%	2%	-4%	-4%	1%
COc1ccccc1CC(=O)NNC(=O)CN(C)S(=O)(=O)c1ccc(Cl)cc1	0%	·	4%	·	-5%	1%	-4%	·	5%	2%
CC(=O)N(CN1C(=O)c2ccccc2C1=O)c1ccc2c(c1)oc1ccccc12	1%	-1%[10 µM]	-12%	-3%	-7%	-2%	-2%	·	2%	-2%
COc1ccc(C(=O)NC(C)Cc2cnccn2)cc1OC1CCN(C(C)C)CC1 (stereo unspecified)	-1%	-1%	1%	8%	-1%	4%	29%	-6%	4%	-1%

Complete entries from above. Order of screens: ELG1 genotoxic | RORgamma inh | Rab9 prom act | VP16 counter | BRCA1 expr up | NPC1 prom act | p53 reactivator | MBNL1 CUG block | FLuc modulator | uPA surface inh
CCCCCCCCC(=O)NCCOc1ccccc1 is listed as 0% | 8% | 0% | 5% | -8% | -1% | -2% | -11% | -3% | 9%
COc1ccnc(NCc2cccc(C(F)(F)F)c2)c1C#N is listed as 2% | -15% | 0% | -2% | -21% | -9% | -2% | ? | 14% | 9%
